AmpC inh no detg – AmpC beta-lactamase inhibition without detergent; 330,000 compounds, 0.52% hits; AID 485341; Potency, µM (titrated, usually from 57.1 µM), for inactives: at the highest dose activity change, negative = inhibition, hits mostly inhibitors; AmpC nitrocefin hydrolysis, absorbance 480 nm, 0.0001% Triton;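 note: potency is the fitted concentration of half-maximal effect; plate controls were no compound for no effect and no enzyme for full effect; nearly all actives have a fitted effect of over 20% in size; some results filed as inactive show a strong effect at the top dose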
Target sequence (P00811 whole entry, looked up): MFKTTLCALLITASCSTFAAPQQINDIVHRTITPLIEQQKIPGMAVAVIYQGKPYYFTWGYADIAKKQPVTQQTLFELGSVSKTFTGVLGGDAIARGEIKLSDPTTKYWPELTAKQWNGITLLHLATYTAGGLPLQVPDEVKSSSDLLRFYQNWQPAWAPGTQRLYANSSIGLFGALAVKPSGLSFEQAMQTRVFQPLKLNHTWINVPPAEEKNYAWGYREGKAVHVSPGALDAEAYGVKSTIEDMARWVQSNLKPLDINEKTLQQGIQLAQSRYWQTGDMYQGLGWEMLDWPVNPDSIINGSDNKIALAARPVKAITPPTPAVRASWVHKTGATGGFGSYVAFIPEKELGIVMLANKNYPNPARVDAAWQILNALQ
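20 mM phosphate pH 7.0 + 0.01% (detergent screen) or 0.0001% Triton X-100; 5.3 nM AmpC reagent; cpd preinc 15 min RT; nitrocefin (800 uM stock) to start; A480 q20 s × 4 min; Activity was normalised to no-enzyme and no-compound control wells.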
TbPYK inhibitor – blocks Trypanosoma brucei pyruvate kinase; TbPYK enzyme, Kinase-Glo Plus ATP luminescence, 45 min; 410,000 compounds, 0.12% hits; Q57TT1; Potency, µM (titrated, usually from 76.8 µM), for the others: at the highest dose activity, negative = inhibition, hits mostly inhibitors; note: potency is the fitted concentration of half-maximal effect; % is set by controls: 0 for no effect and ±100 for the full control effect; nearly all actives have a fitted effect of over 50% in size
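Activity of T. brucei pyruvate kinase was followed by Kinase-Glo Plus luminescence after the enzyme reacted 45 min at room temperature with 130 uM ADP (final) and substrate. Test compounds were added before ADP at multiple concentrations.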
Pf growth 96h – P. falciparum growth inhibition at 96 hours. P. falciparum luciferase reporter growth, 96 h. 320,000 compounds, 6.9% hits. Potency, µM (doses to about 28.7 µM), for inactives: top-dose activity change, negative = inhibition, actives largely listed as inhibitors; note: potency is the fitted concentration of half-maximal effect; % is set by controls: 0 for no effect and ±100 for the full control effect
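Erythrocytes infected with luciferase-expressing P. falciparum were dispensed at 2% hematocrit and 0.05% parasitemia (final), then incubated with compounds 96 hours at 37 C in 5% CO2. Luminescence after detection reagent addition reported growth.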
LmPK inhibitor – blocks Leishmania mexicana pyruvate kinase activity; Q27686; purified LmPK, Kinase-Glo ATP luminescence, 1 h; Potency, µM (series often up to 57.5 µM), inactives show at the top dose activity change, negative = inhibition, usual class: inhibitors; 290,000 compounds, 0.37% hits; note: potency is the fitted concentration of half-maximal effect; % is set by controls: 0 for no effect and ±100 for the full control effect
Target sequence (Q27686 whole entry, looked up): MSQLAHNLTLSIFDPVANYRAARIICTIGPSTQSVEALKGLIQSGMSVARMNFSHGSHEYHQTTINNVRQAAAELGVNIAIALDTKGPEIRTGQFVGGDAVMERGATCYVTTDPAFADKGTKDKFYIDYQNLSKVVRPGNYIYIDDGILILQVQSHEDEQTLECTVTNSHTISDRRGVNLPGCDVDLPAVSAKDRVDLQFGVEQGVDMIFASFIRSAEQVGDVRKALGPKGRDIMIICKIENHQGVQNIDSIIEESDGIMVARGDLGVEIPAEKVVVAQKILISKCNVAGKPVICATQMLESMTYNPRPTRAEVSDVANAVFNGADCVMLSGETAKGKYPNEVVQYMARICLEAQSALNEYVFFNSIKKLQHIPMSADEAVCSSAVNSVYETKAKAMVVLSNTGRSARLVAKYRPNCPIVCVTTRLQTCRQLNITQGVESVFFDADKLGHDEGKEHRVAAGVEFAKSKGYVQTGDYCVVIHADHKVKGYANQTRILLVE
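Pyruvate kinase activity monitored as ATP production (luciferase luminescence). Conditions: 0.1 nM enzyme, 0.5 mM PEP, 0.1 mM ADP, 1 h, RT; normalized against uninhibited and no-enzyme wells.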
Shiga toxin inh – Shiga toxin inhibition. Vero cells, Shiga toxin protein synthesis inhibition reporter. inhibition, % at 38.7 µM. 290,000 compounds, 9.2% hits. AID 2315; in the data active = inhibition mostly above about 28%, no sharp cut-off; inactive = mostly below about 43%; note: 0% is about no effect
Pf growth 48h – inhibits P. falciparum growth in the first generation, 48 h | 310,000 compounds, 5.9% hits | P. falciparum luciferase growth in erythrocytes, 48 h | Potency, µM (top dose mostly 28.7 µM), without a hit: top-dose activity change, negative = inhibition, usual class: inhibitors; note: potency is the fitted concentration of half-maximal effect; % is set by controls: 0 for no effect and ±100 for the full control effect
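A one-generation exposure of luciferase-tagged malaria parasites in RPMI 1640/Albumax erythrocyte culture, 37 C and 5% CO2. Inhibition is inferred from decreased luminescence after adding detection reagent.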
Cycloheximide cs – counter-screen for Shiga toxin inhibitors: cycloheximide protein synthesis inhibition. 300,000 compounds, 12% hits. AID 2314. max response, %. cell reporter, cycloheximide protein synthesis inhibition counterscreen; in the data active = max response mostly above about 13%, no sharp cut-off; inactive = mostly below about 14%; note: read at 38.3 µM for the half of the compounds with a filed dose; 0% is about no effect
An asterisk follows results filed as active; i = inactive; ? = inconclusive; . = not tested or not shown; [ ] = dose if it differs, or a comment. Unless noted, calls come from the whole dose curve; as a rule, active = well fitted curve in the direction sought with a large enough effect; inconclusive = small, poorly fitted or top-dose-only effect, or another doubt; inactive = no such curve, though single readings can be large; an effect the other way counts as inactive or inconclusive.

SMILES	AmpC inh no detg	TbPYK inhibitor	Pf growth 96h	LmPK inhibitor	Shiga toxin inh	Pf growth 48h	Cycloheximide cs
O=C(NCC1CCCO1)c1ccc2c(c1)N(Cc1ccc(F)cc1Cl)C(=O)CS2 (centres undefined)	32.4%	-6.4%	1.2%	1.9%	0.2	?	6.1
CCCCCCCCOc1ccc(C2OC34CCCCC3C(C#N)(C#N)C2(C#N)C(=N)O4)cc1 (centres undefined)	-14.4%	-16.3%	65.1%[activator]	8.3%	-4.2	82.5%	-2.0
CCN(CC(=O)Nc1cc(Cl)ccc1C)C(=O)CCS(=O)(=O)c1ccc(C)cc1	43.2%	-3.0%	6.7%	.	.	-15.2%	.
Cc1ccc(NC(=O)CNC(=O)COc2ccccc2)nc1	-11.5%	-3.1%	16.3%	.	.	-8.9%	.
CC(C)(C)NC(=O)CCCCCCCC(=O)NC(C)(C)C	14.0%	1.0%	-18.0%	-1.1%	-2.8	3.8%	-6.1
CC(C)(C)C(=O)Nc1ccc(C(=O)N/N=C/c2ccccc2OC(=O)c2ccccc2)cc1	-6.7%	0.0%	4.15µM*	2.3%	-14.5	?	4.5
Cc1ccnc(NC(=O)C2CCN(S(=O)(=O)c3cccc4nsnc34)CC2)c1	-20.3%	-5.5%	63.0%[activator]	2.5%	-11.6	-15.4%	-2.9
C(=N\N1CCN(c2ccccn2)CC1)/c1cccc2ccccc12	1.1%	-1.1%	16.3%	-3.1%	42.8*	28.8%	16.8*
CC(=O)Nc1ccc(NC(=O)c2cc(-c3ccc(C)c(C)c3O)n[nH]2)cc1	-0.8%	-7.7%	2.33µM*	0.6%	37.2	11.7µM*	29.4*
Cc1cc(C)nc(Nc2nc3ccccc3o2)n1	-5.2%	2.0%	0.2%	6.6%	45.3*	?	27.4*
Cc1ccc2nsnc2c1NC(=O)c1ccc2c(c1)OCCO2	-22.2%	2.9%	.	-0.5%	-9.8	18.4%	-4.5
Cc1cc2oc(=O)cc(-c3ccccc3)c2c(C)c1-c1ccc(N(C)C)cc1	-0.8%	0.8%	.	.	i	.	19.4
Cn1nnnc1SCC(=O)Nc1ccccn1	-11.1%	0.7%	.	4.3%	39.6	-7.3%	1.7
O=S(=O)(N1CCCCC1)N1CCN(S(=O)(=O)N2CCCCC2)CC1	.	-14.9%	-15.5%	-2.7%	-11.8	27.8%	-1.9
O=C(O)C1CC=CCC1C(=O)Nc1cccc([N+](=O)[O-])c1 (centres undefined)	-13.1%	-1.6%	0.0%	-0.4%	16.3	7.6%	-3.3
Cc1cc(C)c(NC(=O)CSc2nnc(CNC(=O)c3ccccc3F)o2)c(C)c1	-7.4%	1.8%	-17.7%	-5.9%	-2.9	2.5%	-3.4
CCC1(c2ccc(F)cc2)NC(=O)N(CC(=O)N2c3ccccc3NC(=O)CC2C)C1=O (centres undefined)	8.5%	3.7%	6.0%	.	.	-8.9%	.
Cc1ncoc1C(=O)Nc1ccc(Oc2ccccc2)cc1	12.5%	-10.0%	-8.9%	-15.8%	153.3*	120.9%[activator]	53.6*
COc1ccc2nc3oc(C(=O)N4CCCCC4)cc3cc2c1	3.7%	-16.3%	?	?	75.5*	51.9%[activator]	30.3*
O=S(=O)(c1ccc(F)c(Cl)c1)N1CCCC1	-10.2%	-4.2%	-5.6%	0.1%	-7.5	-18.1%	-5.0
O=C(COC(=O)c1ccccc1O)Nc1ccc(N2CCOCC2)cc1	-13.4%	-2.1%	-18.9%	.	.	47.1%[activator]	.
CS(=O)(=O)N1CCN(C(=O)CCc2ccccc2)CC1	-15.5%	0.0%	21.3%	-4.4%	.	-20.4%	-1.5
CCC(C)c1ccc(NC(=S)NCc2cccs2)cc1 (centres undefined)	-38.7%	-19.3%	25.0%	1.5%	76.5*	0.0%	22.8*
COc1ccc(OC)c(CN2CCC(C(=O)N3CCOCC3)CC2)c1	-17.5%	11.0%	9.28µM*	-0.4%	-1.3	0.4%	-0.9
COc1cccc(/C=C2\SC(=S)N(N3CCOCC3)C2=O)c1OC	-8.4%	-11.6%	30.9%[activator]	-1.3%	14.9	17.5%	23.0*
Cc1ccc(C(=O)NC(=S)NNC(=O)CC#N)cc1	-28.4%	-28.2%	2.7%	1.2%	27.5	24.0%	9.5
CCOC(=O)c1cc2c(nc1NC(=S)NCc1ccccc1)CCCC2	-30.1%	-13.0%	63.8%[activator]	1.8%	13.1	64.2%[activator]	-1.7
COc1ccc2[nH]c3c(c2c1)CCn1c-3nc2sc(C(=O)Nc3ccccc3)c(C)c2c1=O	2.8%	.	1.5%	6.3%	9.8	26.5%	-2.1
O=C(NCc1ccco1)C1CC(=O)N(c2ccc(F)cc2)C1 (centres undefined)	-10.2%	-6.0%	-20.4%	0.8%	-17.4	14.9%	-1.0
CCC(CC)C(=O)Nc1nnc(SCC(=O)NC2CC2)s1	-3.6%	2.4%	11.0%	-6.0%	-12.3	17.2%	-2.2
C/C(=C\CCC1(C)C2CC3C(C2)C31C)C(=O)O (centres undefined)	-15.1%	6.4%	-29.5%	7.2%	18.5	-1.9%	-2.7
CCn1c(SCC(=O)NC2CCCC2)nnc1-c1ccncc1	-10.8%	2.0%	1.2%	1.7%	-7.9	5.6%	-5.3
Cc1ccc(CC(CC(=O)O)C(=O)NC2CCCCC2)cc1 (centres undefined)	-13.8%	.	3.1%	0.2%	-9.1	-6.5%	-1.3
O=C(C(=O)N1CCN(c2ccc(F)cc2)CC1)c1cn(CC(=O)N2CCOCC2)c2ccccc12	190.1%[activator]	3.6%	13.1µM*	-7.6%	-7.3	-6.1%	-10.7
N#CCSc1nc2[nH]ncc2c(=O)n1-c1ccccc1Br	-12.7%	12.6%	266.4%[activator]	11.2µM*	-24.1	-37.7%	-6.4
CC(C)(C)c1ccc(S(=O)(=O)/N=C2\C=C(NS(=O)(=O)c3ccccc3)C(=O)c3ccccc32)cc1	-42.7%	-19.6%	3.4%	-1.8%	-5.5	-8.5%	0.4
O=C(CSCc1nc2ccccc2[nH]1)Nc1ccc2ccccc2c1	-52.4%	2.2%	?	3.0%	-3.6	0.7%	-3.7
Cc1ccc(CNCC(=O)Nc2ccc(N3CCOCC3)cc2)cc1	19.7%	15.0%	16.4%	0.4%	1.4	10.2%	10.4
CCOc1ccc2nc(NC(=O)c3ccoc3C)sc2c1	-19.1%	?	-14.5%	12.6µM*	41.6	-53.3%	24.1*
CCOC(=O)C1CCN(S(=O)(=O)c2ccc(OC)c(OC)c2)CC1	8.3%	-7.9%	3.5%	-0.1%	28.5	.	0.9
O=C(Nc1ncn[nH]1)c1ccc(Cl)cc1Cl	-18.0%	3.7%	-14.2%	-5.2%	22.1	59.5%[activator]	10.8
CN(C)C(CNc1ccc([N+](=O)[O-])cc1C#N)c1ccccc1 (centres undefined)	-41.4%	1.6%	11.9%	6.9%	-10.7	1.9%	-6.0
O=C(OCC(=O)N1CCN(C(=O)c2ccco2)CC1)c1cn(-c2ccccc2)nc1-c1ccccc1	156.3%[activator]	12.7%	-7.1%	7.1%	-16.9	?	-0.8
COc1ccc(C2=NS(=O)(=O)N(C)C(C(=O)Nc3ccc(OC)c(OC)c3)=C2)cc1	-9.9%	-10.1%	14.1%	-2.4%	-3.6	1.7%	-4.8
CCCn1cnc2c(oc3ccccc32)c1=O	-16.4%	1.9%	?	-1.8%	38.9*	73.8%[activator]	29.3*
CC1=CC=CC2=NC(=O)CC(C)(C(=O)O)N12 (centres undefined)	-8.5%	-5.5%	124.7%[activator]	-17.1%	-16.1	7.6%	-1.5
N=c1c(C(=O)NCc2ccc3c(c2)OCO3)cc2c(=O)n3ccccc3nc2n1Cc1cccnc1	59.2%	-2.9%	3.0%	0.2%	-4.0	10.4µM*	-1.9
O=C(/C=C/c1ccccc1Cl)c1ccc[nH]1	-15.2%	-10.6%	?	-17.1%	51.5*	38.9%[activator]	36.3*
CCc1cccc(CC)c1NC(=S)NCc1ccc2[nH]c(C)cc2c1	-49.3%	-2.1%	2.62µM*	-0.7%	-10.0	4.65µM*	-2.7
Cc1ccc(NC(=O)CCc2nc3ccccc3s2)c(O)c1	-19.2%	2.3%	0.1%	4.1%	31.5	-5.8%	15.9

Following part:
SMILES	AmpC inh no detg	TbPYK inhibitor	Pf growth 96h	LmPK inhibitor	Shiga toxin inh	Pf growth 48h	Cycloheximide cs
COc1ccc(C(=O)NCCSc2ccccc2)cc1	-19.5%	-4.6%	?	-16.0%	20.7*	188.0%[activator]	46.2*
O=C(c1n[nH]c(=O)c2ccccc12)N1CCN(C2c3ccccc3-c3ccccc32)CC1	58.4%	0.1%	?	9.0%	-7.4	?	-2.1
COc1ccc(C2C(=O)N(C3CCCCC3)CC(=O)N2C2CCCC2)cc1 (centres undefined)	41.9%	-1.2%	?	-1.2%	15.7	?	-2.5
COc1cccc(/C=N/Nc2nc(C)cc(=O)[nH]2)c1OC	-6.2%	-20.9%	-5.3%	0.1%	44.5*	48.1%[activator]	21.1*
CCCCC(=O)N/N=C(\C)c1cccc(NC(=O)C2CC2)c1	-3.1%	-3.0%	-7.4%	-4.0%	15.6	-0.6%	4.7
Cc1ccc2c(c1)N(CC(=O)NCCC1=CCCCC1)C(=O)c1cccnc1O2	21.9%	-2.9%	?	-0.3%	0.5	?	-2.0
COc1ccc([C@H]2CC(=O)C=C(c3ccc(OC(F)(F)F)cc3)C2)cc1OC	134.3%[activator]	-5.6%	11.7µM*	.	.	?	.
Cc1ccc(S(=O)(=O)CCC(=O)OCC(=O)NCC(=O)Nc2c(C)cc(C)cc2C)cc1	21.0%	-1.6%	4.1%	.	.	-1.6%	.
S=C(Nc1cccnc1)N1CCN(c2ccccc2Cl)CC1	6.7%	-2.5%	10.6%	-0.5%	-7.0	-0.3%	-3.3
Cc1noc(C)c1COc1ccccc1C(=O)NCCOc1ccccc1F	6.0%	8.6%	-37.8%	.	.	-11.0%	.
Cc1cc(N2CCN(C)CC2)nc2ccc(NC(=S)N3CCN(c4ccc(Cl)cc4)CC3)cc12	39.1%	-2.2%	81.6%[activator]	-0.5%	-2.1	13.1µM*	-1.7

One compound at a time, from the list above. Screens in order: AmpC inh no detg, TbPYK inhibitor, Pf growth 96h, LmPK inhibitor, Shiga toxin inh, Pf growth 48h, Cycloheximide cs
Cc1ccc2c(c1)N(CC(=O)NCCC1=CCCCC1)C(=O)c1cccnc1O2 as listed: 21.9%, -2.9%, ?, -0.3%, 0.5, ?, -2.0
O=C(Nc1ncn[nH]1)c1ccc(Cl)cc1Cl as listed: -18.0%, 3.7%, -14.2%, -5.2%, 22.1, 59.5%[activator], 10.8
O=C(c1n[nH]c(=O)c2ccccc12)N1CCN(C2c3ccccc3-c3ccccc32)CC1 as listed: 58.4%, 0.1%, ?, 9.0%, -7.4, ?, -2.1
CC(C)(C)C(=O)Nc1ccc(C(=O)N/N=C/c2ccccc2OC(=O)c2ccccc2)cc1 as listed: -6.7%, 0.0%, 4.15µM*, 2.3%, -14.5, ?, 4.5
C/C(=C\CCC1(C)C2CC3C(C2)C31C)C(=O)O (centres undefined) as listed: -15.1%, 6.4%, -29.5%, 7.2%, 18.5, -1.9%, -2.7

Screens from PubChem BioAssay.
